Compound activity as filed in PubChem.
HEK293 tox = cytotoxicity in counter-screen for GLP-1R inverse agonists | HEK293 cAMP-luciferase reporter cells, luminescence, 24 h | Potency, µM (top dose mostly 38.3 µM), for inactives: at the highest dose activity change, negative = inhibition, usual class: inhibitors | 410,000 compounds, 0.13% hits | AID 624418;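 note: loss of luciferase light is scored as toxicity; potency is the fitted concentration of half-maximal effect; % is set by controls: 0 for no effect and ±100 for the full control effect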
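MLSMR compounds, 24 hr on cells at 37 deg C/5% CO2; luminescence after luciferase reagent (12 min RT). Inhibition counted as the undesired cytotoxic outcome.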
FUS suppressor = suppressors of FUS proteinopathy in yeast; 390,000 compounds, 0.24% hits; S. cerevisiae FUS-expressing, growth rescue, OD600, 24 h; Potency, µM (highest dose often 76.6 µM), inactives show at the top dose growth rescue (activation), usual class: activators;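 note: potency is the fitted concentration of half-maximal effect; plate controls were DMSO vehicle for no effect and reference control for full effect; nearly all actives have a fitted effect of over 55% in size; some results filed as inactive show a strong effect at the top dose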
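Yeast expressing FUS under galactose induction, OD 0.005 in 2% galactose medium; compounds in a dilution series, 24 h at 30C. Growth rescue by absorbance at 600 nm; CP55940 positive control, DMSO negative.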
TDP43 rescue = rescues yeast growth from TDP-43 toxicity; Potency, µM (doses to about 46.1 µM), for the others: at the top dose growth rescue (activation), most hits filed as activators; 410,000 compounds, 1.8% hits; AID 652104; TDP-43 expressing yeast growth rescue, BacTiter-Glo, 24 h; note: potency is the fitted concentration of half-maximal effect; % of control where 0% means no effect; nearly all actives have a fitted effect of over 50% in size
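Cell-based yeast growth screen: TDP-43 expression induced in galactose, inoculum OD600=0.02 after raffinose pregrowth to mid-log. Read-out BacTiter-Glo luminescence at 24 hr, 30 deg C; inhibition of toxicity seen as signal increase.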
PTHR1 agonist = PTHR1 (human) receptor agonism; Q03431; HEK293 GP2 PTHR1 cells, GloSensor cAMP luminescence, 1 h; Potency, µM (top dose mostly 115 µM), for inactives: at the highest dose activation, hits mostly activators; 410,000 compounds, 0.075% hits; AID 743266; note: potency is the fitted concentration of half-maximal effect; nearly all actives have a fitted effect of over 55% in size; some results filed as inactive show a strong effect at the top dose; inactives centre near -15; many of its hits are not listed in these tables
Target sequence (Q03431 whole entry, looked up): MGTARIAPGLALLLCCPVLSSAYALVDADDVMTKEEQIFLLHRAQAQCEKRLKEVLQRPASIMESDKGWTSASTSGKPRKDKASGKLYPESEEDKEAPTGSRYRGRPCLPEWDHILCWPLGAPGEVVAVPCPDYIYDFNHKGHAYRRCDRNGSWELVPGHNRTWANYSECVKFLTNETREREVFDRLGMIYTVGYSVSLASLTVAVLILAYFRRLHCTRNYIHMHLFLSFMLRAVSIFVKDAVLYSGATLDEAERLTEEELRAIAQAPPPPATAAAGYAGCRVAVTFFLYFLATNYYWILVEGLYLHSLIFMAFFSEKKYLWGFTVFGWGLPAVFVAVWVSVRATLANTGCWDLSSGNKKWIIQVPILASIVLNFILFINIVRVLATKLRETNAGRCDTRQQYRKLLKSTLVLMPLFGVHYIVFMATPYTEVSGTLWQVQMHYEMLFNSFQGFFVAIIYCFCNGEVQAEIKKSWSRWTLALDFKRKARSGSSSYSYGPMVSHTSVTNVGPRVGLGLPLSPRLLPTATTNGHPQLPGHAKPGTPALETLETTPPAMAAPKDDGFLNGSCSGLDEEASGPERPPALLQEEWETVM
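HEK-293-derived GP2 cells expressing PTHR1 and a GloSensor cAMP reporter, 3,000/well, plated overnight, given luciferin plus IBMX (each 0.5 mM as added) for 1 h at 37 °C, then compound for 1 h at 37 °C. Luminescence was read after 15 min at room temperature.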
Akt phos inh = Akt phosphorylation inhibition | activity change, % for hits at 50 µM | 360,000 compounds, 0.32% hits | Neuro2A IGF-stimulated pAkt S473 HTRF, 20 min; active compounds read low; in the data active = activity change below about -80%; inconclusive = mostly about -51% to -80%; note: % is set by controls: 0 for no effect and ±100 for the full control effect
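Neuro2A cells in DMEM with 0.5% FBS, overnight at 37 deg C, given compound at single 50 µM final, then IGF (6 nM final) for 20 min at 37 deg C. Lysed; phospho-Akt Ser473 by HTRF after 24 h, 665/615 ratio.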
Abeta rescue = A-beta toxicity reversal in yeast | yeast expressing A-beta42, growth rescue, OD600, 48 h; response scale: 0% DMSO, 100% iron-clioquinol control | Potency, µM (titrated, usually from 46.1 µM), for inactives: at the top dose growth rescue, most hits filed as activators | 410,000 compounds, 0.063% hits; note: potency is the fitted concentration of half-maximal effect; nearly all actives have a fitted effect of over 55% in size
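Yeast A-beta toxicity model in growth medium with pinned compounds, 48 h at 30 C; growth read as absorbance at 600 nm. Normalized to FeCl3/clioquinol equimolar mix (positive) and DMSO (negative).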
GLP1R inv ag = GLP-1 receptor (human) inverse agonism; P43220; HEK293 GLP-1R CRE-luciferase, luminescence, 24 h; GLP-1R form is constitutively active; 410,000 compounds, 1.6% hits; AID 624417; Potency, µM (titrated, usually from 38.3 µM), for inactives: at the highest dose activity change, negative = inhibition, actives largely listed as inhibitors; note: potency is the fitted concentration of half-maximal effect; % is set by controls: 0 for no effect and ±100 for the full control effect; nearly all actives have a fitted effect of over 55% in size
Target sequence (P43220 whole entry, looked up): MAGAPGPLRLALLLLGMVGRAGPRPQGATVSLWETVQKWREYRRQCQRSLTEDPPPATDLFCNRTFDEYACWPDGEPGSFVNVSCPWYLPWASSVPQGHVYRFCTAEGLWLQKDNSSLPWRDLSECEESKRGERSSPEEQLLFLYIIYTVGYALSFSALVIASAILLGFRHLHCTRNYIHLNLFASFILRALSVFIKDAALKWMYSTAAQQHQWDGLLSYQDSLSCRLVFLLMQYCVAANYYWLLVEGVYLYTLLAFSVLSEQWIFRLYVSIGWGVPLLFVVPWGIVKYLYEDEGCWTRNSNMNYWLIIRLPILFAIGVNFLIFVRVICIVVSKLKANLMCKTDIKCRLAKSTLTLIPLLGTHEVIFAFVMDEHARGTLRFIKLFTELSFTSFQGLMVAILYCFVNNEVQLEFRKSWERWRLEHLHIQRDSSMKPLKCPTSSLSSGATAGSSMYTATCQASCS
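Luminescence readout: a drop in cAMP-driven luciferase signal flags inverse agonism at a constitutively active GLP-1R stably expressed in HEK293. Compound exposure lasted 24 hr at 37 deg C, 5% CO2.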
Mm-Cpn inhibitor = inhibitors of Methanococcus maripaludis chaperonin (MmCpn); 330,000 compounds, 0.031% hits; purified Mm-Cpn ATPase, ADP Transcreener TR-FRET; AID 504842; Potency, µM (doses to about 76.9 µM), for inactives: at the highest dose activity, negative = inhibition, most hits filed as inhibitors; note: potency is the fitted concentration of half-maximal effect; % is set by controls: 0 for no effect and ±100 for the full control effect; nearly all actives have a fitted effect of over 80% in size
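Eu-cryptate anti-ADP/ADP-d2 competition gives a ratio inversely related to ADP. Enzyme at 25 nM was pre-exposed to compound for 10 min, then given 10 uM ATP for 30 min, 37°C throughout.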
aSyn yeast inh = rescues yeast growth from alpha-synuclein toxicity. Yeast expressing alpha-synuclein, growth rescue, BacTiter-Glo, 24 h. Potency, µM (highest dose often 46.1 µM), for the others: top-dose growth rescue (activation), most hits filed as activators. 370,000 compounds, 0.14% hits. AID 652106; note: potency is the fitted concentration of half-maximal effect; % of control where 0% means no effect; nearly all actives have a fitted effect of over 65% in size
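Rescue of yeast growth: cells expressing toxic alpha-synuclein, induced in galactose at OD600 0.02, incubated with compound 24 h at 30 C. ATP luminescence quantified growth; inhibitors of toxicity appear as activators.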
The depositor's hits bear a star; i = inactive; ? = inconclusive; nt = no result given; & = joins results of further samples; [ ] = another dose, or the depositor's remark. Unless noted, calls come from the whole dose curve; as a rule, active = well fitted curve in the direction sought with a large enough effect; inconclusive = small, poorly fitted or top-dose-only effect, or another doubt; inactive = no such curve, though single readings can be large; an effect the other way counts as inactive or inconclusive. Some of the compounds tested (hit frequency here may not be typical).

SMILES | HEK293 tox | FUS suppressor | TDP43 rescue | PTHR1 agonist | Akt phos inh | Abeta rescue | GLP1R inv ag | Mm-Cpn inhibitor | aSyn yeast inh
Cc1onc(-c2ccccc2)c1C(=O)N/N=C/c1cn(C)c2ccccc12 | 0% | 12% | ? | -86%[inhibitor] | i | -4% | -21% | 1% | 2%
O=C(O)C(c1ccccc1)N1C(=O)/C(=C\c2ccc(-c3ccc(Br)cc3)o2)SC1=S (configuration not stated) | 2% | -8% | 15% | -9% | i | 3% | -5% | 1% | 3%
CCCCCN1C(=O)Cn2c(nc3ccccc3c2=O)C1C (configuration not stated) | -13% | -1% | 2% | i | i | -3% | 7% | -3% | 3%
CCCC(=O)Nc1ccc(Cl)c(NC(=O)CC)c1 | -5% | 19% | -9% | -3% | i | -3% | 3% | 2% | -1%
CNc1ccccc(C(=O)/C=C/c2ccccc2OC)c1=O | -22% | nt | 28% | -32%[inhibitor] | i | 3% | ? | ? | 2%
Cc1cc2c(cc1C)N(Cc1ccc(Cl)cc1)C1=NCCCN12 | -64% | 12% | -26% | 3% | i | -9% | ? | nt | -1%
COc1ccc(CNC(=O)c2cnc3sc(N4CCCC4)nn3c2=O)cc1OC | 0% | 11% | 12% | i | nt | -10% | 2% | nt | nt
Cc1ccc2c(c1)c1c(c(=O)n(-c3ccccc3)c(=O)n1CC(=O)NCC1CCCO1)n2C (configuration not stated) | -14%&-5% | 19%&-3% | 9%&15% | -7% | i | 5%&2% | 3%&-15% | 1% | -7%
OCCNc1ncnc2c1ncn2[C@H]1CN(Cc2cccs2)C[C@@H](CO)O1 | 4% | 6% | 14% | i | i | -8% | -1% | nt | -3%
Cc1cccc(NC(=O)C(=O)NNC(=O)c2ccc(C(C)(C)C)cc2)c1 | 5% | 11% | -7% | -25% | i | -2% | 19% | -1% | 3%
CC1=C(C(=O)NC2CCCc3c2cnn3-c2cc(F)cc(F)c2)OCCO1 (configuration not stated) | 3% | 5% | 3% | -24% | i | -2% | 1% | 1% | 0%
N#CC1=C(N)Oc2n[nH]c(-c3ccccc3)c2C1c1cccnc1 (configuration not stated) | 0% | 15% | 3% | -19% | i | 5% | 8% | -2% | -2%
O=C(Cn1cc(S(=O)(=O)N2CCCC2)c(S(=O)(=O)N2CCCC2)c1)Nc1ccc(F)cc1 | 6% | -12% | 10% | i | nt | 5% | 2% | nt | nt
CC(C)c1ccc(NC(=O)Nc2nc(C(N)C3CCCCC3)cs2)cc1 (configuration not stated) | ? | 37% | 11% | i | i | -3% | ? | nt | -35%[inhibitor]
Cc1cccc(/N=C/c2c(O)[nH]c3ccccc23)n1 | 4% | -13% | 8% | -69%[inhibitor][57.5 µM] | i | -3% | 4% | 2% | -17%
Cc1nn(C)c(Oc2ccc(Cl)cc2)c1C=O | 0% | -5% | 26% | i | i | -19% | 9% | 2% | 0%
CC(C)(C)c1ccc(C(=O)N2CCC2(C)C(=O)NCC(F)(F)F)cc1 (configuration not stated) | -5% | 9% | 0% | -17% | i | -9% | -25% | nt | 10%
CN1C(=O)NC(c2ccc(O)cc2)C2=C1CN(c1ccc(O)cc1)C2=O (configuration not stated) | -14% | 3% | -11% | i | i | 3% | 6% | -4% | 1%
Cn1cnc(S(=O)(=O)N2CCCC(C(=O)NCc3ccccc3Cl)C2)c1 (configuration not stated) | -7% | -1% | -2% | 14% | nt | -7% | -5% | nt | nt
CCOC(=O)C1=CCC(c2cccs2)N(S(=O)(=O)c2ccc(C)cc2)C1 (configuration not stated) | -6% | 12% | -4% | -69%[inhibitor] | i | -6% | ? | nt | -1%
CSc1n[nH]c(-c2sccc2OCc2ccc(C)cc2)n1 | 7% | 12% | ? | -6%[57.5 µM] | i | -22% | 4% | -2% | -8%
CC(=O)Nc1cccc(S(N)(=O)=O)c1C | 5% | 1% | 7% | i | i | 13% | 12% | -2% | 6%
C=CCn1c(SCC(=O)NC2CCS(=O)(=O)C2)nnc1-c1cc2c(s1)CCC(CC)C2 (configuration not stated) | 4% | 38% | 9% | -11% | i | -2% | -24% | 1% | 2%
CCOc1ccc(CNC(=O)C2CCN(c3nnc(C)c4c(C)n(-c5ccc(C)cc5)nc34)CC2)cc1 | -26% | 18% | -3% | i | i | -10% | -21% | -4% | -6%
CC(C)(C)c1ccc(C(=O)NNC(=O)Cc2ccccc2)cc1 | -17% | -7% | -12% | -8%[57.5 µM] | i | -5% | -24% | 0% | -4%

(cont.)
SMILES | HEK293 tox | FUS suppressor | TDP43 rescue | PTHR1 agonist | Akt phos inh | Abeta rescue | GLP1R inv ag | Mm-Cpn inhibitor | aSyn yeast inh
Cc1ccc(NS(=O)(=O)c2cccc(C(=O)NCC(c3cccs3)N(C)C)c2)cc1 (configuration not stated) | -5% | 3% | 3% | i | i | 6% | ? | 0% | 6%
O=S(=O)(/N=C(/c1ccccc1)N1CCCCCC1)c1ccccc1 | 3%[7.66 µM] | 15% | -7% | i | i | 19% | -8%[7.66 µM] | -2% | -5%
CSCCC(NC(=O)c1ccccc1)C(=O)N1CCN(C(C)=O)CC1 (configuration not stated) | 11% | nt | 22% | i | i | 1% | 13% | -5% | -12%
CN1CCN(CCCNC(=O)c2cc3c(-c4ccc(Cl)cc4)nn(C)c3s2)CC1 | -10% | -14% | -8% | i | i | 7% | ? | -2% | 4%
O=C(NC1CCN(S(=O)(=O)c2ccc(F)cc2)CC1)C1CCCCC1 | 0% | 31% | -14% | i | i | -4% | 6% | 1% | 0%
CCS(=O)(=O)N1Cc2cc(C(=O)N(C)C)nc(-c3cccc(-c4ccc(F)cc4)c3)c2[C@@H]1CCO | 1% | 16% | 18% | -20% | i | -3% | 26% | nt | -5%
CC(=O)C1=C(O)C(=O)OC1c1ccc(Cl)cc1 (configuration not stated) | 8% | 22% | 0% | 24% | i | -12% | 17% | 2% | -5%
COc1cc(C(=O)c2c(C)c(CCC#N)n3ccccc23)cc(OC)c1OC | -29% | 6% | -22% | i | i | -30%[inhibitor] | -16% | 1% | -3%
Cc1nc([N+](=O)[O-])c(C(=O)OCc2ccccc2F)n1C | 11% | -2% | 3% | i | i | 3% | 5% | 1% | 0%
COc1ccc(CNC(=O)c2ccc(Br)o2)cc1 | -4% | -3% | 20% | -19% | i | 3% | -4% | 0% | 5%
CC(=O)c1cccc(NC(=O)CCC(=O)Oc2ccc(C)cc2)c1 | -4% | 8% | -5% | i | i | 12% | 3% | -2% | 2%
COc1ccc(C(=O)N2CCC3(CC2)NCCc2[nH]cnc23)cc1 | 4% | -22% | 3% | -13% | i | -4% | 5% | -1% | -3%
CCCCN(C)CCNC(=O)CCn1nc(-c2ccc(Cl)cc2)ccc1=O | -3% | -29% | ? | i | i | -10% | -14% | 1% | 0%
Cc1ccc(N(CC(=O)NC2CCCCC2)C(=O)CNC(=O)c2ccco2)c(C)c1 | 0% | 24% | -13% | i | i | -11% | -5% | 0% | 1%
COc1ccc(CN(C)C(=O)C23CC4CC(CC(C4)C2)C3)c(OC)c1 | 13% | 39% | 8% | i | i | -24% | ? | 2% | 13%
COc1ccc(Br)c(Cn2c(C)c(C(=O)NCCC#N)sc2=O)c1 | -3% | 16% | 15% | i | i | -11% | 10% | nt | 7%
O=C(CCN1C(=O)/C(=C/c2ccc(F)cc2)SC1=S)Nc1cccnc1 | 13% | -4% | 18% | i | i | -4% | 12% | 2% | 3%
Cc1cccc(C)c1NC(=O)CNC(=O)C1CCCC1 | 5% | -18% | 11% | -18% | i | -2% | -9% | 2% | 5%
COc1ccc2c(c1)CC/C(=C/c1cc(OC)c(OC)c(OC)c1)C2=O | -5% | 26% | -23% | -2% | i | -12% | 13% | -1% | -11%
COc1ccc(CNC(=O)c2c(C)nc3ccccn23)cc1 | 1% | 31% | 9% | i | i | 4% | 59%[activator] | 0% | 5%

A section of the results above, as a working copy:
SMILES | HEK293 tox | FUS suppressor | TDP43 rescue | PTHR1 agonist | Akt phos inh | Abeta rescue | GLP1R inv ag | Mm-Cpn inhibitor | aSyn yeast inh
COc1ccc2c(c1)CC/C(=C/c1cc(OC)c(OC)c(OC)c1)C2=O | -5% | 26% | -23% | -2% | i | -12% | 13% | -1% | -11%
COc1ccc(CNC(=O)c2c(C)nc3ccccn23)cc1 | 1% | 31% | 9% | i | i | 4% | 59%[activator] | 0% | 5%

An excerpt from above in order of their number in FUS suppressor, descending.
SMILES	FUS suppressor	PTHR1 agonist	Akt phos inh	GLP1R inv ag	Mm-Cpn inhibitor
COc1ccc(Br)c(Cn2c(C)c(C(=O)NCCC#N)sc2=O)c1	16%	i	i	10%	nt
O=S(=O)(/N=C(/c1ccccc1)N1CCCCCC1)c1ccccc1	15%	i	i	-8%[7.66 µM]	-2%
Cc1nc([N+](=O)[O-])c(C(=O)OCc2ccccc2F)n1C	-2%	i	i	5%	1%
COc1ccc(CNC(=O)c2ccc(Br)o2)cc1	-3%	-19%	i	-4%	0%
O=C(CCN1C(=O)/C(=C/c2ccc(F)cc2)SC1=S)Nc1cccnc1	-4%	i	i	12%	2%
CN1CCN(CCCNC(=O)c2cc3c(-c4ccc(Cl)cc4)nn(C)c3s2)CC1	-14%	i	i	?	-2%
